Source: PubChem
APP 5'UTR act: activates APP 5'UTR luciferase reporter; SH-SY5Y APP 5'UTR luciferase reporter, luminescence; zero percent = DMSO vehicle wells; activation, % at 2 µM; 190,000 tested, 1% active;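 active = activation above a set limit, based on mean plus 3 SD of controls, cut at about 140% in these data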; also: values of inactives mirror those of a sister screen read the other way
APP 5UTR inh: APP translation inhibition | SH-SY5Y APP 5'UTR-luciferase reporter, luminescence | inhibition, % at 2 µM | 190,000 tested, 0.82% active | AID 1285;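 active = inhibition above a set limit, derived from the sample mean plus 3 SD, cut at about 45% in these data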; also: values of inactives mirror those of a sister screen read the other way
NF-kB expr up: NF-kB expression increase, human neuronal cells. NF-kB reporter expression; hits give high values. fold change at 12.5 µM. 190,000 tested, 1.6% active; in the data active = fold change above about 3.3
STAT3 inh: reduces IL-6 driven STAT3 reporter signal; 190,000 tested, 0.89% active; U3A cells, IL-6 STAT3-luciferase reporter, luminescence; host cell line lacks STAT1; inhibition, % at 5.5 µM; AID 862;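 active = inhibition above the mean inhibition across all screened compounds plus 3 SD, cut at about 44% in these data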;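 also: 0% = DMSO only wells and 100% = 100 µM nifuroxazide control wells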
FLuc inhib CS: counter-screen for luciferase assay inhibitors: firefly luciferase inhibition; P08659; ATPLite firefly luciferase biochemical luminescence, 10 min; inhibition, % at 10 µM; 200,000 tested, 1.5% active;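 active = inhibition above about 50% when tested at 10 µM, limit read from the data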
Target sequence (P08659 whole entry, looked up): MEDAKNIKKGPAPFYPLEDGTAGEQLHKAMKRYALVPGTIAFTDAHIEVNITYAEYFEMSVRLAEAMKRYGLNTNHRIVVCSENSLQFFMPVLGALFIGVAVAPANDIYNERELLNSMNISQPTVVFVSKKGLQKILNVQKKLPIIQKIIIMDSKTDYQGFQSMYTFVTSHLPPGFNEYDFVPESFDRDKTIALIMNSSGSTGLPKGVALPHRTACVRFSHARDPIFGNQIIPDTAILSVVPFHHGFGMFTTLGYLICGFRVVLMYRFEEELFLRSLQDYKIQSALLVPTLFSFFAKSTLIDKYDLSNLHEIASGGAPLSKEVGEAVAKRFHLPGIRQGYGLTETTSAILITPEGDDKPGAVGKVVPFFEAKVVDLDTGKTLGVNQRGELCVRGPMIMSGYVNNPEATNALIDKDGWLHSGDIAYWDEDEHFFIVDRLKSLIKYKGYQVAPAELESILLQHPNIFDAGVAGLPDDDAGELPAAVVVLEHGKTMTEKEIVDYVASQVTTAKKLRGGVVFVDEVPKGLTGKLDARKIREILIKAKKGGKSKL
RAM network inh: inhibitors of the yeast RAM network. S. cerevisiae dse1pr::URA3 reporter, 5-FOA growth OD615, 2 d; analog-sensitive cbk1-as2 kinase mutant strain. inhibition, % at 50 µM. 190,000 tested, 1.8% active;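 active = inhibition above a set limit, 3 SD over mean compound inhibition, cut at about 8.4% in these data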;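 also: 0% = DMSO-only wells with no growth and 100% = 10 µM 1-NA-PP1 full growth; inhibition rescues growth on 5-FOA so higher OD means more RAM inhibition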
STAT1 blocker: STAT1 signaling inhibition. inhibition, % at 5.5 µM. AID 920. 200,000 tested, 0.35% active. NIH 3T3 STAT1-luciferase reporter, IFN-gamma, luminescence;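 active = inhibition above a set limit, the mean inhibition across all tested compounds plus 3 SD, cut at about 34% in these data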;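 also: 0% = IFN-gamma with DMSO and 100% = IFN-gamma with 300 µM nifuroxazide; values of inactives mirror those of a sister screen read the other way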
STAT1 act: increases IFN-gamma driven STAT1 reporter signal. activation (% of control), % at 5.5 µM. 200,000 tested, 2.6% active. NIH 3T3 STAT1-luciferase reporter, luminescence; 100% = IFN-gamma alone, no compound;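 active = activation above the screen-wide mean activation plus 3 SD, cut at about 130% in these data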;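 also: raw ratio to IFN-gamma control signal so 100% means no change and 0% no light; values of inactives mirror those of a sister screen read the other way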
Hsp70 activator: transcriptional activators of Hsp70; HeLa Hsp70 promoter luciferase reporter, luminescence; scaled: vehicle 0, proteasome-inhibitor control 100%; activation, % at 10 µM; 200,000 tested, 0.04% active; AID 1203;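 active = activation above the mean across all tested compounds plus 3 SD, cutoff set per campaign, cut at about 5.5% in these data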;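 also: 100% = MG132 at 30 µM as the positive control and 0% = DMSO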
STAT3 act: increases IL-6 driven STAT3 reporter signal. U3A cells, IL-6 STAT3-luciferase reporter, luminescence; 100% = signal with IL-6 EC80 alone. activation (% of control), % at 5.6 µM. 190,000 tested, 0.91% active. AID 871;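 active = activation above the screen-wide mean of compound activation plus 3 SD, cut at about 130% in these data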;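 also: 0% = background luminescence of wells with medium and substrate only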
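Material: STAT3-luciferase reporter U3A cells. Controls: IL-6-treated wells, 100% activation. Read-out: % activation versus median of IL-6-stimulated wells. Probe or stimulus: IL-6 stimulus at 33 ng/mL final. Timing: compound 1 h, then IL-6 6 h at 37 °C. Signal: reporter luminescence signal.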
Starred values were filed as active, the others as inactive; . = no result given.

Structure	STAT1 blocker	FLuc inhib CS	Hsp70 activator	RAM network inh	NF-kB expr up	STAT3 inh	STAT1 act	STAT3 act	APP 5UTR inh	APP 5'UTR act
Cc1ccccc1OCC(=O)N/N=C/c1cn(Cc2ccccc2)c2ccccc12	1	-2	-0.3	4.6	1.1	-6	100	104	9	-9
C=CCN1C(=O)/C(=C/c2ccc(OC)cc2)S/C1=N/c1nccs1	-10	-8	-0.2	6.1	1.4	3	109	96	-4	4
CCOC(=O)c1c(C)[nH]c(C)c1C(=O)COc1ncnc2ccccc12	6	-8	0.1	1.4	0.81	12	93	92	-1	1
O=c1cc(CSc2ccccn2)c2ccccc2[nH]1	1	-2	-0.2	0.2	1.1	4	99	99	12	-12
CC(C)OP(=O)(OC(C)C)C(Nc1ccccc1)c1ccccc1C(F)(F)F (configuration not stated)	-1	-3	-0.4	4.0	0.86	-4	101	106	6	-6
COc1ccc(CNc2nc(SCc3cc(=O)n4cc(Cl)ccc4n3)nc3ccccc23)cc1	8	-6	-0.3	0.9	0.98	-4	92	103	1	-1
COC(=O)N1CCN(CCc2ccccc2)CC1	-9	-5	-0.3	3.4	1.4	14	106	92	-13	13
O=C(NC1(C(F)(F)F)C(=O)Nc2c1c(=O)[nH]c(=O)n2Cc1ccccc1)c1ccc(Cl)cc1Cl (configuration not stated)	-4	-1	-0.3	1.7	0.98	3	103	100	-12	12

One compound at a time, from the list above. Screens in order: STAT1 blocker	FLuc inhib CS	Hsp70 activator	RAM network inh	NF-kB expr up	STAT3 inh	STAT1 act	STAT3 act	APP 5UTR inh	APP 5'UTR act
COc1ccc(CNc2nc(SCc3cc(=O)n4cc(Cl)ccc4n3)nc3ccccc23)cc1 is listed with 8	-6	-0.3	0.9	0.98	-4	92	103	1	-1
Cc1ccccc1OCC(=O)N/N=C/c1cn(Cc2ccccc2)c2ccccc12 is listed with 1	-2	-0.3	4.6	1.1	-6	100	104	9	-9

Following part
Structure	STAT1 blocker	FLuc inhib CS	Hsp70 activator	RAM network inh	NF-kB expr up	STAT3 inh	STAT1 act	STAT3 act	APP 5UTR inh	APP 5'UTR act
CCc1cc2ccc(C)cc2nc1SCC(=O)Nc1c[nH]c(=O)[nH]c1=O	9	-4	-0.1	3.9	1.1	11	90	92	3	-3
Cc1cc(Br)cc(C)c1OCCCCN(C)C	-1	-3	-0.4	-0.1	1.1	2	101	104	-2	2
COC(=O)CC1C(=O)NCCN1C(=O)CSc1nc2ccccc2s1 (configuration not stated)	0	-2	-0.1	0.5	0.9	-30	97	129	0	0
C=CCNC(=O)CC(=O)N/N=C/c1cccs1	-5	-4	0.2	-0.7	1.2	7	104	98	-37	37
CCOc1ccc(C(=O)N2CCSC2=S)cc1	0	-6	-0.4	-1.0	1.2	-5	100	105	-2	2
Cc1ccsc1C(=O)OCC(=O)c1cc(C)n(CC2CCCO2)c1C (configuration not stated)	77*	90*	-0.4	1.6	0.23	96*	31	24	32	-32
CC1=NN(C(=O)CCc2ccc3c(c2)OCO3)C(O)(C(F)(F)F)C1 (configuration not stated)	-6	-2	0.0	0.1	1.7	1	104	106	-38	38
O=C(Nc1cccc2ccccc12)c1ccc(OC(=S)N2CCOCC2)cc1	0	-6	0.1	3.5	2.3	-17	100	118	-57	57
NN/C(=C\[N+](=O)[O-])Nc1ccccc1	-9	-4	-0.3	-0.7	1.4	6	107	98	-3	3
COC(=O)c1cccc(COC(=O)c2ccc(CS(=O)(=O)c3ccc(C)cc3)cc2)c1	-5	-4	-0.2	5.2	1.2	2	104	102	-5	5
CCCCCC(=O)N1CCN(c2ccc(C(C)=O)cc2F)CC1	-3	-6	-0.5	0.7	0.98	-3	100	102	-17	17
COc1ccc(-c2ccc(CCC(=O)O)n2NC(=O)c2ccc(O)cc2)cc1	-5	-5	0.0	1.6	.	9	103	96	8	-8
O=C(CCSc1nc(-c2ccco2)cc(C(F)(F)F)n1)N1CCN(c2ccccn2)CC1	6	-2	-0.2	0.6	0.79	3	95	100	-5	5
Cc1ccc(Cn2ccc(NC(=O)c3nn(C)cc3[N+](=O)[O-])n2)cc1	11	-3	-0.4	1.1	1.1	10	90	92	24	-24
CCCCCCCCCOC(=O)C[n+]1csc(CCO)c1C	9	-10	0.1	2.7	1.2	0	92	105	-8	8
COc1ccc(CNC(=O)c2ccc3c(=O)n(CCCN4CCCC4=O)c(=S)[nH]c3c2)cc1	5	-6	0.0	6.7	1.2	2	93	104	8	-8
COc1ccc(-c2nc(NC(=O)c3[nH]c(C)c(C(C)=O)c3C)sc2C)cc1	12	-6	-0.1	2.4	0.78	1	87	107	-29	29
Cc1ccccc1NC(=O)c1ccccc1NC(=O)c1ccco1	8	-3	-0.5	1.5	1.4	2	91	101	-2	2
CCCCCC(=O)NNC(=O)c1ccc(-c2ccccc2)cc1	-23	-8	-0.1	2.8	1.3	-6	121	114	-4	4
C=CC[N+]1(CC#Cc2ccccc2)CCCC1	2	-5	0.1	3.7	0.99	9	98	97	-1	1
CCOc1ccc(-c2nc(-c3ccc(OC)c(OC)c3)no2)cc1OCC	5	-6	-0.3	0.8	1.3	4	95	98	17	-17
O=C(O)CCc1nc2cc(Cl)ccc2n(Cc2ccccc2)c1=O	14	-3	0.0	5.2	1.2	3	86	103	6	-5
COc1ccc(NC(=S)N2CCC(c3nc4ccccc4[nH]3)CC2)c(OC)c1	-8	3	-0.2	-0.4	1	4	108	101	.	.
CCc1nc2ccccc2c(C(=O)O)c1C	1	2	-0.1	-0.1	0.96	3	99	99	-9	9
CC1CCCCN1C/C=C/c1ccccc1[N+](=O)[O-] (configuration not stated)	2	-7	-0.2	-1.0	1.1	-1	98	108	-11	11
CC(C)CN1CCNC(=O)C1CC(=O)NCCc1cnn(-c2ccccc2)c1 (configuration not stated)	15	-8	0.2	0.4	0.95	11	85	94	4	-4
O=C(NCC(=O)N(c1ccc2c(c1)OCO2)C(C(=O)NC1CCCC1)c1ccncc1)c1ccco1 (configuration not stated)	1	-10	0.4	-0.3	1.1	0	99	106	0	0
COc1cc(OC)cc(C(=O)NCC(=O)N2CCCCC2)c1	-1	-4	-0.1	0.7	1	1	101	103	-7	7
Cc1ccc(-c2nnc(C)c(N3CC(C)OC(C)C3)n2)cc1 (configuration not stated)	0	-6	-0.4	0.3	1	17	100	94	-35	35
Cc1ccc(NS(=O)(=O)c2ccc(C(=O)OCC(=O)Nc3cc(C)on3)cc2)cc1	-4	-8	-0.3	2.4	0.99	4	102	99	9	-9
CCC(C)(C)n1nnnc1C(c1ccc(C)cc1)N(Cc1ccco1)Cc1cccs1 (configuration not stated)	-7	-2	-0.3	6.6	0.86	2	106	105	-14	14
Cc1ccc2[nH]c3c(=O)n(CCC4=CCCCC4)cnc3c2c1	-9	-3	-0.1	-0.7	1.2	4	108	100	-1	1
Cc1ccc(N(CC(O)CN2CCCCC2)S(=O)(=O)c2ccccc2[N+](=O)[O-])cc1 (configuration not stated)	1	-7	-0.2	2.7	0.92	4	97	100	-3	3
CN(C)C(=O)C1CCC(=O)N1Cc1cccs1 (configuration not stated)	-2	1	-0.3	1.3	1.2	8	100	102	14	-14
Cn1ncc([N+](=O)[O-])c1C(=O)Nc1nccs1	-3	-6	-0.3	-0.7	1.1	-2	103	101	7	-7
CCn1cc(C(C)(C)C)c(C#N)c1NC(C)=O	-8	-4	-0.3	0.9	0.97	6	107	98	16	-16
CCN1CCN(C(=O)c2ccccc2Nc2ccc(SC(F)F)cc2)CC1	1	-9	-0.5	-1.3	0.8	0	98	102	-8	8
O=C(O)c1n[nH]c2ccccc12	5	-6	-0.2	0.1	1.3	-8	95	109	2	-2
Cc1ccc(NC(=O)c2ccco2)c(NC(=O)C2CCCO2)c1 (configuration not stated)	-3	-6	0.2	4.5	0.98	14	102	96	-4	4
Cc1ccc(C)c2[nH]c(=O)c(CN(CCN3CCOCC3)Cc3nnnn3CC3CCCO3)cc12 (configuration not stated)	1	-5	-0.1	-0.5	1.7	0	99	103	-3	3
CC1(C(=O)NC2CCCC2)CCC(=O)N1Cc1ccccc1 (configuration not stated)	-6	-3	-0.4	1.5	1.3	0	106	104	-12	11
O=c1[nH]c2ccccc2nc1N1CCOCC1	-3	-3	0.0	1.6	1.1	21	102	85	2	-2
O=C(CC(NS(=O)(=O)c1ccc(Cl)cc1)c1ccco1)NC1CCCC1 (configuration not stated)	10	-9	0.1	-0.5	1.3	12	90	95	-1	1
CCCOC(=O)/C(C(N)=NCc1ccccc1)=C(\O)OCCC	4	-8	-0.4	0.0	0.77	6	97	98	3	-3
C/C(=C\C(=O)c1ccc(Br)cc1)Nc1cccc(Cl)c1	-1	.	0.1	.	.	7	102	102	0	0
COc1ccc(NC(=O)Nc2cccc(C(F)(F)F)c2)cn1	1	0	-0.1	1.0	1	10	98	98	4	-4
Fc1ccc(C2CC(c3ccco3)=NN2c2ccccc2)cc1 (configuration not stated)	6	6	0.0	6.9	1.7	22	94	88	-10	10
Cc1csc(Sc2ccc(C(=O)OCC(=O)Nc3ccc(F)cc3[N+](=O)[O-])cc2[N+](=O)[O-])n1	11	-6	0.0	2.8	1.1	-4	90	105	-13	13
COc1ccc(S(=O)(=O)N2CCN(S(=O)(=O)c3ccc4c(c3)OCCO4)CC2)cc1C	6	-1	0.0	4.2	0.95	2	102	99	0	0
O=[N+]([O-])c1cccc(/C=N/Nc2nc(NCc3ccccc3)nc(N3CCOCC3)n2)c1O	6	-4	-0.2	7.5	1.2	16	94	91	32	-33
COc1ccc(S(=O)(=O)N(C)c2ccc(C(=O)NC3CCCC3)cc2)cc1	-2	-6	0.0	-0.4	0.93	-4	100	109	-20	20
Nc1cc(=O)[nH]c(SCC(=O)Nc2cc([N+](=O)[O-])ccc2Cl)n1	-6	-1	-0.2	5.3	1.3	-2	105	105	14	-14
CCOc1ccc(C(=O)NC2CCN(S(C)(=O)=O)CC2)cc1	-8	-4	-0.3	1.4	1.6	-1	108	105	-1	1
COc1cc(C(=O)Nc2sc3c(c2C(=O)NCc2ccco2)CCCC3)cc(OC)c1OC	1	-2	0.3	3.0	0.78	-4	99	104	6	-6
Cc1cc(NC(=O)c2ccccc2[N+](=O)[O-])ccc1Br	-44	0	-0.1	3.1	2.2	10	138*	94	-47	47
O=[N+]([O-])c1ccc(OCC(O)CN(CCO)CCO)cc1 (configuration not stated)	0	-6	-0.2	0.9	1.1	12	100	88	-5	5

(more compounds)
Structure	STAT1 blocker	FLuc inhib CS	Hsp70 activator	RAM network inh	NF-kB expr up	STAT3 inh	STAT1 act	STAT3 act	APP 5UTR inh	APP 5'UTR act
CCNc1oc(COc2cccc(C)c2)nc1C#N	-15	-6	0.4	2.3	1.6	-5	111	106	-36	36
Cc1ccc(-n2c(Cn3ncc4ccccc4c3=O)n[nH]c2=S)cc1	-2	1	-0.2	0.5	1.5	7	102	102	5	-5
CCOCCCNC(=O)C(=O)NCCCOCC	10	-18	-0.3	1.5	0.94	-8	91	105	1	-1
CCOC(=O)CNC(=O)c1sc(NC(=O)c2cccc(F)c2)nc1C	-12	2	-0.2	4.7	1.4	2	111	96	-9	9
COc1ccc(-c2csc(NC(=O)COC(=O)Cc3ccc(Cl)cc3Cl)n2)cc1	-13	4	-0.1	6.7	2.2	-5	112	100	-77	77
